Screening data deposited in PubChem by National Center for Advancing Translational Sciences (NCATS).
3T3 cytotox – Cytotoxic Profiling in NIH 3T3 Cell Line of Diverse Libraries Using Quantitative High-Throughput Screening; 94,000 tested, 4.3% active; Potency, µM (highest dose often 96.7 µM), for the others: at the highest dose activity change, negative = cytotoxicity, most hits filed as inhibitors; NIH 3T3 viability, CellTiter-Glo ATP luminescence, 48-72 h; AID 1345082, 2018; further: potency means the concentration at half of the fitted maximal effect; nearly all actives have a fitted effect of over 55% in size
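Cytotoxicity was measured by CellTiter-Glo ATP luminescence after 48 or 72 h compound exposure at 37 °C. Mouse NIH 3T3 fibroblasts were seeded at 400 cells/well and dosed by 23 nL pin transfer.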
HEK293 viab – GF-AFC viability counterscreen for inhibitors of alpha-synuclein gene (SNCA) expression | HEK-293-SNCA-luc viability, GF-AFC fluorescence, 24 h | Potency, µM (top dose mostly 57.1 µM), for the others: at the highest dose activity change, negative = cytotoxicity, hits mostly cytotoxic | 150,000 tested, 0.12% active | AID 1671193, 2021;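 further: potency means the concentration at half of the fitted maximal effect; 0% = DMSO-treated cells and -100% = medium-only wells without cells; nearly all actives have a fitted effect of over 30% in size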
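HEK-293-SNCA-luc cells (1500/well) plated 24 h, then exposed 24 h to a dilution series; GF-AFC added 30 min at 37C, fluorescence 405/540 nm; normalised to medium-only and DMSO wells, Hill fit.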
GPT2 inh – Primary qHTS assay for inhibitors of Glutamate pyruvate transaminase 2 (GPT2); Alanine aminotransferase 2 (Homo sapiens), Q8TD30; Recombinant GPT2, coupled pyruvate oxidase/HRP Amplex Red fluorescence; Potency, µM (series often up to 57.7 µM), for the others: top-dose activity change, negative = inhibition, usual class: inhibitors; 100,000 tested, 0.25% active; AID 1671188, 2021; further: potency means the concentration at half of the fitted maximal effect; nearly all actives have a fitted effect of over 60% in size; many of its hits are not listed in these tables
Target sequence (Q8TD30 whole entry, looked up): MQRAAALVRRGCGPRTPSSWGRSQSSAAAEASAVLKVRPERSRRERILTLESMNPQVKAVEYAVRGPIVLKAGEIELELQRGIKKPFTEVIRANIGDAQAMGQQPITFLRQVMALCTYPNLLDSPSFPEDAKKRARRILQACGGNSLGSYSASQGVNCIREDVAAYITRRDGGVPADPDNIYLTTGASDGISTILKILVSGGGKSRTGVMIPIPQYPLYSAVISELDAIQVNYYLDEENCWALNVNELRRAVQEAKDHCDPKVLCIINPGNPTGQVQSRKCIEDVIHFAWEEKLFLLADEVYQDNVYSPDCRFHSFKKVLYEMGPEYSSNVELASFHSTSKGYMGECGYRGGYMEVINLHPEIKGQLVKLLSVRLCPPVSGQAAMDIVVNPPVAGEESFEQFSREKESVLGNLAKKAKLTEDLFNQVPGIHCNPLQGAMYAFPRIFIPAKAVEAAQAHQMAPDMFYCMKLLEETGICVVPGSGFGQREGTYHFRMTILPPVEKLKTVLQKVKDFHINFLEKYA
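Fluorescence of coupled pyruvate oxidase/HRP/Amplex Red system (50uM Amplex, 30 min, dark) reports pyruvate formed by GPT2. Enzyme reaction: 10ng/uL GPT2, 2mM L-alanine, 250uM a-KG, 30 min room temperature, pH 7.5; 50uM AOA control.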
IP6K1 inh – Primary qHTS assay for small molecule inhibitors of Inositol hexaphosphate kinase 1 (IP6K1). Inositol hexakisphosphate kinase 1 (Homo sapiens), Q92551. 140,000 tested, 0.81% active. activity change, % (series mostly up to about 58 µM). IP6K1 kinase, ADP-Glo luminescence, 2 h; active compounds read low. AID 1645851, 2021; in the data active means activity change below about -25%
Target sequence (Q92551 whole entry, looked up): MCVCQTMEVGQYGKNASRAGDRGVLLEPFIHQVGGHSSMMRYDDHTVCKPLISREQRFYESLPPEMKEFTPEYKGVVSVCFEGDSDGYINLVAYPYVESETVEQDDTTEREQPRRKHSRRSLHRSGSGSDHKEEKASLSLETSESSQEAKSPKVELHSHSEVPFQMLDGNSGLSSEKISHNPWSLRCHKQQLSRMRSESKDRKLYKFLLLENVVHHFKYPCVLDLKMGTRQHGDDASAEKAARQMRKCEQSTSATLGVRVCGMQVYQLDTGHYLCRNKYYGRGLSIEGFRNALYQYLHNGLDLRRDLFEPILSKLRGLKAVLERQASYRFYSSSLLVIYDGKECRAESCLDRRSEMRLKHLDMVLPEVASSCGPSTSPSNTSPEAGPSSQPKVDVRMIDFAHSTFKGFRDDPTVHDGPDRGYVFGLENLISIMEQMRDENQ
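ADP-Glo luminescence measures ADP made by human IP6K1 during a 2 h RT reaction with ATP/IP6 (mix at 1.3 mM/130 uM); top library doses 57.5 and 19.1 uM final.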
HEK293 tox – Cytotoxic Profiling in HEK 293 Cell Line of Diverse Libraries Using Quantitative High-Throughput Screening. HEK 293 viability, ATP luminescence (CellTiter-Glo), 48-72 h. Potency, µM (top dose mostly 115 µM), inactives show top-dose activity change, negative = cytotoxicity, most hits filed as inhibitors. 94,000 tested, 6.6% active; further: potency means the concentration at half of the fitted maximal effect; nearly all actives have a fitted effect of over 60% in size
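HEK 293 cells at 250 cells/well were exposed to compounds by pintool transfer for 48 or 72 hr at 37 degree Celsius, 5% CO2. Viability was read as ATP-coupled luminescence with CellTiter-Glo after 10 min at room temperature.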
SNCA expr inh – Primary qHTS assay for inhibitors of alpha-synuclein gene (SNCA) expression. HEK-293 SNCA-luciferase knock-in, luminescence, 24 h. Potency, µM (series often up to 57.2 µM), for inactives: at the top dose activity change, negative = inhibition, actives largely listed as inhibitors. 140,000 tested, 0.17% active;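 further: potency means the concentration at half of the fitted maximal effect; plate controls were DMSO cells for no effect and cell-free wells for full effect; nearly all actives have a fitted effect of over 45% in size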
Luciferase inh – Firefly luciferase inhibition profiling of diverse chemical library using quantitative high-throughput screening; Luciferin 4-monooxygenase (Photinus pyralis), P08659; 76,000 tested, 2.5% active; AID 1347043, 2019; purified P. pyralis luciferase, luminescence, biochemical; Potency, µM (titrated, usually from 115 µM), for the others: at the top dose activity change, negative = inhibition, actives largely listed as inhibitors; further: potency means the concentration at half of the fitted maximal effect; nearly all actives have a fitted effect of over 65% in size
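Cell-free enzyme assay, 10nM P. pyralis luciferase, luciferin and ATP each at 10uM. Inhibition profiled over a 6-point titration, read as luminescence.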
Numbers without * were called inactive; i = inactive; ? = inconclusive; . = no result given; [ ] = remark or other dose. Unless noted, the call rests on the fitted dose curve; in most records, active means well fitted curve in the direction sought with a large enough effect; inconclusive means small, poorly fitted or top-dose-only effect, or another doubt; inactive means no such curve, though single readings can be large; an effect the other way counts as inactive or inconclusive. Unless noted, on the % scale 0 is the no-effect control and ±100 the full control effect. Some of the compounds tested; the hit share may differ from the screen's.

SMILES	3T3 cytotox	HEK293 viab	GPT2 inh	IP6K1 inh	HEK293 tox	SNCA expr inh	Luciferase inh
CO[C@H]1C(=O)N(C(C)C)[C@H]1C1CCN(S(=O)(=O)c2c(C)nn(C)c2C)CC1	-12%	2%	-12%	28	-11%	2%	4%
O=C(NCc1ccccc1Cl)C1CCN(C(=O)N2CCOc3ccccc32)CC1	.	3%	.	14	.	-2%	.
Cc1cccc(N2CCN(C(=O)c3ccc4c(c3)N(Cc3ccccc3)C(=O)c3ccccc3S4(=O)=O)CC2C)c1 (centres undefined)	.	8%	.	11	.	-6%	.
CCCn1c2ccccc2c2cnn(CC(=O)N3CCN(c4ccccc4F)CC3)c(=O)c21	.	-16%	.	12	.	13%	.
Cn1ccc2c(C(=O)NCCc3cnc[nH]3)nc(-c3cccnc3)cc21	45µM*	-11%[87.6 µM]	i	-16	-24%[172 µM]	-9%[87.6 µM]	-16%[172 µM]
CCCCC(Sc1nc2cc3c(cc2c(=O)n1CCCC(=O)NCc1ccc(OC)cc1)OCO3)C(=O)OCC (centres undefined)	.	13%	.	14	.	-2%	.
Cn1nccc1C(=O)NCCC1CCN(C(=O)Nc2cc(F)ccc2F)CC1	-10%	-1%	i	10	-1%	-20%	-7%
Cc1ccc2nc(CN(C)C(=O)c3ccc(C)c(N4CCNC4=O)c3)[nH]c2c1	-3%	5%	i	-6	0%	-4%	8%
CCCc1cc(=O)n2[nH]c(NC(=O)c3ccc(C(C)(C)C)cc3)nc2n1	.	13%	.	3	.	-1%	.
Cc1nn(S(=O)(=O)c2ccc(C(C)(C)C)cc2)c(C)c1S(=O)(=O)N1CCCCCC1	.	-5%	.	-16	.	-4%	.
COCCOc1ccnc(-c2noc([C@@H]3CCCN3Cc3ccc4c(c3)OCO4)n2)c1	?	-11%[87.6 µM]	2%[88.5 µM]	2	-19%[172 µM]	-17%[87.6 µM]	-3%[172 µM]
COCCN1C(=O)c2ccccc2C(C(=O)Nc2nc3ccccc3[nH]2)C12CCCC2 (centres undefined)	-4%	10%	i	9	5%	-18%	-5%
Cc1ccc(CNC(=O)c2ccc3c(c2)CN(C2CCSCC2)CCO3)cc1	-2%	1%	i	14	?	-16%	-7%
Cc1cc(F)ccc1OC1CN(Cc2ccc(F)cc2)C1	?	-2%[87.6 µM]	i	0	?	-18%[87.6 µM]	-6%[172 µM]
Cc1cc(C)c(NC(=O)Cn2c(=O)n(CCC(=O)N3CCc4ccccc4C3)c(=O)c3ccccc32)c(C)c1	.	-3%	.	-11	.	24%	.
CCn1ccnc1CN(C)Cc1cn(-c2ccccc2C)nc1-c1ccc(OC)c(F)c1	?	-11%	?	32	?	-15%	-1%
CC(Oc1ccccc1F)C(=O)NCC1(N2CCOCC2)CCCCC1 (centres undefined)	.	?	.	6	.	11%	.
COc1cc(-c2ccno2)ccc1S(=O)(=O)N1CCN(c2ccc(C(C)=O)cc2)CC1	.	2%	.	33	.	9%	.
O=c1[nH]c(=S)[nH]c(-c2ccccc2)c1Cc1c(O)ccc2ccccc12	.	5%	?	.	.	9%	.
O=C(Cn1cnnn1)NCc1ccc(-c2cnc3c(Oc4ccccc4)nccn23)cc1	-22%[138 µM]	-4%[87.6 µM]	-1%[88.5 µM]	9	?	12%[87.6 µM]	1%[172 µM]
CN(Cc1ccccc1)S(=O)(=O)c1nnc(NC(=O)c2cccc(Cl)c2)s1	.	-3%	.	-4	.	-14%	.
COc1ccc(Cl)cc1-c1ccc2c(c1)C(=O)N1CC[C@H](NC(=O)c3cccs3)[C@H]1C(=O)N2	?	?	2%	-17	35µM*	?	-2%
CCn1nccc1C(=O)Nc1cccc(-c2nnc3n2CCCC3)c1	-8%	-24%	i	35	0%	-24%	-4%
COc1ccc(C(=O)NCC(c2cccs2)S(=O)(=O)c2cccs2)cc1 (centres undefined)	.	?	.	24	.	68%[activator]	.
O=C(CCc1ccc(-c2ccc(Cl)cc2)[nH]1)N[C@@H]1C[C@@H]2OCC[C@@H]21	?	-7%	i	1	79µM*	14%	-1%

(continued)
SMILES	3T3 cytotox	HEK293 viab	GPT2 inh	IP6K1 inh	HEK293 tox	SNCA expr inh	Luciferase inh
C[S+](=O)([O-])N1CC2ON=C(C(=O)NCc3ccc(F)cc3)C2C1 (centres undefined)	i	4%	0%	21	i	3%	.
Cc1ccc(-n2[nH]c(C)c(N=Nc3cccc(-c4cccc(C(=O)O)c4)c3O)c2=O)cc1C	.	-18%	1.9µM*	-91*	.	-1%	.
CN(Cc1cc2ccccc2s1)C(=O)c1cc(CN2CCCC(O)C2)on1 (centres undefined)	-18%	-6%	-1%	0	-10%	22%	-15%
COc1ccc(NC(=O)Cn2c(=O)n(-c3ccc(OC)cc3)c(=O)c3sc4ccccc4c32)cc1	.	-14%	.	9	.	-1%	.
CCCCCCCCCCCCCCCCCCO	.	5%[23.9 µM]	5%	-2	.	25%[25.6 µM]	.
COc1ccccc1CN1Cc2cc(NC(=O)C3CCCC3)ccc2OC(C)C1=O (centres undefined)	?	-3%	?	14	?	-27%	-6%
Cc1ccc(Nc2ccnc(N3CCCN([S+](=O)([O-])c4c(C)noc4C)C3)n2)cc1	?	3%[12.5 µM]	i	-18	?	109%[activator]	.
O=C(Nc1ccc(Cl)cc1)c1ccc2c(c1)N(Cc1ccccc1)C(=O)c1ccccc1S2(=O)=O	.	-11%	.	-9	.	-10%	.
CCN(CC)C(=O)C(NC(=O)c1ccc(C)cc1)C1CCN(C(=O)c2cccc(OC)c2)CC1 (centres undefined)	-5%	0%	i	-9	?	7%	-1%
CS(=O)(=O)N1CCC(C2CCN(Cc3ccncc3)C2)CC1 (centres undefined)	0%	-3%[12.5 µM]	i	20	-18%	0%	1%
CC(=O)c1ccc(NC(=O)CN2C(=O)c3cccnc3Sc3ccccc32)cc1	.	-7%	.	28	.	34%[activator]	.
CCOC(=O)c1cc2c(=O)n3ccccc3nc2n(CC(C)C)c1=NC(=O)COc1ccc(Cl)cc1	.	27%	.	-5	.	29%	.
O=C(NCc1ccccc1)N1CCC(Cc2nc(-c3ccccc3)n[nH]2)C1 (centres undefined)	-25%	6%	-14%	5	?	-30%	-3%
CC1CCN(S(=O)(=O)c2ccc3c(c2)oc(=O)n3CC(=O)O)CC1	.	17%	.	-12	.	6%	.
O=C(NCc1ccc(C(F)(F)F)cc1)[C@@H]1Cc2nc[nH]c2CN1Cc1ccccn1	?	-2%[87.6 µM]	i	10	-27%[172 µM]	-19%[87.6 µM]	1%[172 µM]
COc1ccc(S(=O)(=O)N2CCC(n3cnnc3C)CC2)cc1Cl	-5%	12%	-6%	5	1%	-1%	-3%
CCOC(=O)C[C@@H]1CCN(C(=O)c2ccccc2)C[C@@H]1CCN1CCC[C@H]1C(N)=O	?	-1%[87.6 µM]	-14%[88.5 µM]	14	-4%[172 µM]	10%[87.6 µM]	-11%[172 µM]
COC(=O)N(C)Cc1cccc(N2CCN(C(c3ccccc3)c3ccccc3)CC2)c1	?	.	.	-3	?	.	.
Cc1cccc(/C=N/Nc2cc(N3CCOCC3)n3nc(-c4ccncc4)cc3n2)c1	.	-36%	4%	-11	.	.	.
CS(=O)(=O)N1CCC(C2CCN(Cc3cccs3)C2)CC1 (centres undefined)	-9%	-2%	i	7	-22%	7%	-7%
Cc1ccc(Nc2ccnc(N3CCCC(C(=O)NCc4ccc(F)cc4)C3)n2)cc1 (centres undefined)	?	1%[12.5 µM]	?	-6	?	?	.
CO[C@H]1[C@H](NC(=O)c2ccc(C)nc2)c2ccccc2C12CCNCC2	1%	-2%	-5%[11.5 µM]	-7	-1%	11%	0%
COc1nccnc1NC1CCN(S(=O)(=O)c2cnc[nH]2)CC1	4%	-2%	i	7	17%	32%[activator]	-3%
O=C1NC2(CCN(C(=O)c3ccc4c(c3)OCO4)CC2)COc2ccccc21	-3%	-2%	?	9	-13%	-8%	-10%
COc1ccccc1OCCNC(=O)C1(C)CCCCC(=O)N1 (centres undefined)	0%	-1%	i	22	6%	13%	-9%

Next structures.
SMILES	3T3 cytotox	HEK293 viab	GPT2 inh	IP6K1 inh	HEK293 tox	SNCA expr inh	Luciferase inh
COc1ccc(NC(=O)c2oc3ccc(S(=O)(=O)N4CCCCC4)cc3c2C)cc1Cl	.	12%	.	21	.	13%	.
Cc1ccc(N2CCN(c3nc4ccc(C(=O)c5ccccc5)cc4n4cnnc34)CC2)c(C)c1	.	4%	.	22	.	-4%	.
CCOc1ccccc1-c1noc(CSc2nnc(-c3ccccc3)n2-c2ccc(OC)cc2)n1	.	3%	.	-12	.	-2%	.
CCC[C@H]1CN(Cc2nc(C)no2)C[C@@H]1NC(=O)CCS(C)(=O)=O	-1%	8%	0%	12	i	-20%	-5%
CSc1cccc(NC(=O)C2CCN(c3ncnc4c3nc3n4CCCCC3)CC2)c1	.	-17%	.	26	.	?	.
CCc1ccc(-c2cn3c(n2)sc2cc(C(=O)NCC(C)c4ccccc4)ccc23)cc1 (centres undefined)	.	16%	.	-2	.	74%[activator]	.
COCCC1(NC(=O)c2ccccc2)CCN(Cc2ccc3[nH]ccc3c2)CC1	-23%	-3%	i	-7	?	18%	3%
O=C(CCn1ccc(=O)[nH]c1=O)N[C@H](c1cccs1)C1CC(O)C1 (some centres undefined)	-1%	-4%	5%	-9	-17%	-13%	1%
Cc1ccc(CCNC(=O)c2cc3n(n2)CCCN(Cc2ccc(C)cc2)C3=O)cc1	.	14%	.	-19	.	31%[activator]	.
Cn1cccc1C(=O)N1CCC2(CC1)CN(Cc1ccccc1)CC2CO (centres undefined)	?	-6%	-5%	0	?	?	3%
COc1ccc(-c2noc([C@@H]3CCCN3C(=O)c3cc(C)cc(C)c3)n2)cc1OC	?	8%	i	6	32µM*	29%	10%
OCC1CN(c2ncccn2)CC12CCN(Cc1ccco1)CC2 (centres undefined)	-8%	7%	-11%	16	-1%	25%	11%

Entries of single compounds, quoted from the list. Values in the order: 3T3 cytotox, HEK293 viab, GPT2 inh, IP6K1 inh, HEK293 tox, SNCA expr inh, Luciferase inh
CSc1cccc(NC(=O)C2CCN(c3ncnc4c3nc3n4CCCCC3)CC2)c1 reads ., -17%, ., 26, ., ?, .
O=C(CCn1ccc(=O)[nH]c1=O)N[C@H](c1cccs1)C1CC(O)C1 (some centres undefined) reads -1%, -4%, 5%, -9, -17%, -13%, 1%
COc1ccc(NC(=O)c2oc3ccc(S(=O)(=O)N4CCCCC4)cc3c2C)cc1Cl reads ., 12%, ., 21, ., 13%, .
